OXTR potentiator = human OXTR potentiators, primary screen, fluorescence, CHO-OTR cells, Fluo-8 calcium; Oxytocin receptor (Homo sapiens), P30559; Fluo-8 calcium fluorescence, potentiator mode; 0% = oxytocin EC15, 100% = EC100; activation, % at 3 µM; 320,000 tested, 0.061% active; AID 2445, 2010;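 active means activation above that plate's cutoff, the mean activation of tested compounds plus 3 SD, cut at about 6.6% in these data, passing the limit was not always enough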;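 further: 100% uses oxytocin at 75 nM as the full agonist control; some results filed as inactive read as strong as hits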
Target sequence (P30559 whole entry, looked up): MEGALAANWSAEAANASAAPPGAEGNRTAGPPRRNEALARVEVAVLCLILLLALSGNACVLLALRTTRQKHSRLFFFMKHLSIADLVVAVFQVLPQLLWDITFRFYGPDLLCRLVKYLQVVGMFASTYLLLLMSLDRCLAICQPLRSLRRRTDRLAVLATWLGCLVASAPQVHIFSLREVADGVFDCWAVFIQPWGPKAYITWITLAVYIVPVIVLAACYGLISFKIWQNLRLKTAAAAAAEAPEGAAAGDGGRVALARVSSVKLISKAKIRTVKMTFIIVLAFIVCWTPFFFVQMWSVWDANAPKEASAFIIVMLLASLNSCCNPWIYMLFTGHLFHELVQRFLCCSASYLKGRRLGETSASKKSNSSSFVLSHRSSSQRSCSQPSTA
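System: human OTR in CHO cells; Also added: sub-maximal oxytocin, roughly EC15; Timing: compound 6 min at room temperature before oxytocin, 100 s read; Technique: Fluo-8 intracellular calcium fluorescence, ex 470-495, em 515-575 nm; Controls: oxytocin EC15 low and EC100 high; Replication: singlicate.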
M1 ag = human M1 muscarinic receptor agonists, primary screen, Fluo-8 calcium fluorescence, CHO-K1 cells, HTS. activation, % at 3 µM. CHO-K1 hM1, agonist mode; 0% DMSO, 100% acetylcholine EC100. Muscarinic acetylcholine receptor M1 (Homo sapiens), P11229. AID 588814, 2011. 360,000 tested, 0.33% active;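 active means activation above the run's mean compound activation plus 3 SD, cut at about 16% in these data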;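 further: peak over basal fluorescence ratio within a 140 s kinetic read after compound addition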
TAAR1 agonist = human TAAR1 agonists, primary screen, Fluo-8 calcium fluorescence, CHO RD-HGA16 cells; AID 624467, 2012; Trace amine-associated receptor 1 (Homo sapiens), Q96RJ0; activation, % at 3 µM; 360,000 tested, 0.99% active; vehicle wells 0%, saturating PEA agonist 100%;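 active means activation above the mean activation of all test compounds in the run plus 3 SD, cut at about 38% in these data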
Target sequence (Q96RJ0 whole entry, looked up): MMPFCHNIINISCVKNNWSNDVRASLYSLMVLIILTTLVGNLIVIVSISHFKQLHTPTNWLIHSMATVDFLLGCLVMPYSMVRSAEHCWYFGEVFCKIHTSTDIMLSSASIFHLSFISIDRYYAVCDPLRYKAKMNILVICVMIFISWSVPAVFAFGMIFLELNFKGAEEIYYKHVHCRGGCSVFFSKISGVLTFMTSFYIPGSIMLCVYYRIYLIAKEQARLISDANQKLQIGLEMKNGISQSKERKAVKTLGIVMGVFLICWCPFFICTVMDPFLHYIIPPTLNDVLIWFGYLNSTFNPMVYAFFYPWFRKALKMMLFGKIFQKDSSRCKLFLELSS
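Test system: RD-HGA16 (CHO) cells co-expressing Gα16 and hTAAR1; dosing: one-point dosing at 3 µM (nominal); timing: 17-24 h seeding, 75 min 37 °C dye, 30 min RT; signal: kinetic Fluo-8 calcium fluorescence; read-out basis: % activation relative to PEA EC100 response; controls: DMSO and PEA EC100; replicates: n 1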
CHO-K1 Ca antag = M1 antagonist counterscreen hit in parental CHO-K1 cells. ATP-induced calcium, Fluo-8 fluorescence. inhibition, % at 3 µM. 360,000 tested, 0.6% active. AID 602250;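 active means inhibition above a per-plate cutoff, the plate's mean sample inhibition plus 3 SD, cut at about 24% in these data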;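 further: 0% = DMSO plus EC80 ATP and 100% = DMSO alone without ATP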
CHO-K1 Ca PAM = nonselective calcium activators in parental CHO-K1 cells, primary screen, counter-screen for M1 PAM project, cell-based, Fluo-8 calcium fluorescence, full deck, 1536-well. ATP EC20; 0% at ATP EC20, 100% at ATP max. activation, % at 3 µM. 360,000 tested, 0.02% active. AID 602247, 2012;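 active means activation above the run cutoff, the mean activation of all test compounds plus 3 SD, cut at about 40% in these data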;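 further: peak over basal fluorescence ratio in a 140 s read after ATP addition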
CHO-K1 Ca ag = counter-screen for M1 agonists: effect in parental CHO-K1 cells; 360,000 tested, 0.48% active; Fluo-8 calcium fluorescence; scaled to maximal ATP response, vehicle zero; AID 602248, 2012; activation, % at 3 µM; in the data active means activation above about 15%;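 further: untransfected CHO-K1 host cells lacking M1 receptor as counterscreen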
CHRM1 antagonist = human M1 muscarinic receptor antagonists, primary screen, CHO-K1 cells, Fluo-8 calcium fluorescence, 1536-well. 360,000 tested, 1.3% active. Muscarinic acetylcholine receptor M1 (Homo sapiens), P11229. CHO-K1 hM1, ACh EC80 antagonist. AID 588852, 2011. inhibition, % at 3 µM;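 active means percent inhibition above its own plate's cutoff, namely the mean of that plate's compound wells plus 3 SD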;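 further: peak over basal fluorescence ratio during 140 s after agonist addition; 0% = ACh EC80 plus DMSO and 100% = DMSO alone without agonist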
TAAR1 antag = human TAAR1 antagonists, primary screen, Fluo-8 calcium fluorescence, CHO RD-HGA16 cells. AID 624466, 2012. antagonist. inhibition, % at 3 µM. 360,000 tested, 1.5% active;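 active means inhibition above a per-plate cutoff, the mean inhibition of test compounds on that plate plus 3 SD, cut at about 49% in these data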;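 further: 0% = DMSO plus EC80 beta-PEA response and 100% = DMSO alone without agonist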
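Test system: hTAAR1-expressing CHO RD-HGA16 cells, Gα16-coupled; Probe or stimulus: EC80 β-phenethylamine stimulus; Compound dosing: single nominal final test compound concentration of 3 µM; Timing: 140 s kinetic read after compound, 140 s after agonist; Signal: Fluo-8 calcium-sensitive fluorescence; Measure: % inhibition of agonist calcium response; Controls: DMSO and EC80 PEA controls.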
CHO parental Ca = ATP-evoked calcium signal inhibitors, parental CHO, primary screen, counter-screen for OX1R antagonist project, cell-based, fluorescence, Fluo-8 calcium dye; parental CHO-K1, ATP-induced calcium, Fluo-8 fluorescence; inhibition, % at 5.6 µM; 330,000 tested, 0.63% active;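 active means inhibition above that plate's mean sample inhibition plus 3 SD, cut at about 26% in these data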;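 further: 0% = ATP-challenged DMSO wells and 100% = DMSO wells without ATP; some compounds past the cut are filed as inactive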
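test system = CHO parental line | reagent = ATP stimulus | measured by = intracellular calcium via Fluo-8 no-wash fluorescent dye | control set = ATP and no-ATP DMSO wells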
Starred values were filed as active, the others as inactive; / = no result given.

nr	compound	OXTR potentiator	M1 ag	TAAR1 agonist	CHO-K1 Ca antag	CHO-K1 Ca PAM	CHO-K1 Ca ag	CHRM1 antagonist	TAAR1 antag	CHO parental Ca
1	c1ccc(Cn2nnnc2C(c2cccnc2)N2CCN(c3ccccc3)CC2)cc1 (stereo not given)	-16	-2	22	-4	-8	4.8	8	51*	-12
2	O=C(CCCc1ccccc1)N1CCN(C2CCCCC2)CC1	-5	-9	0	18	-28	-0.4	-14	14	-6
3	CCC1CCCCN1CC(=O)Nc1cc(C)nn1-c1nc(C)cc(C)n1 (stereo not given)	1	13	3	1	-11	0.3	-9	-5	-11
4	CCOC(=O)Cn1c(CN(Cc2ccccc2)Cc2ccccc2)nc2c1c(=O)n(C)c(=O)n2C	-7	-4	12	2	6	2.3	-10	14	-28
5	CN1c2ccccc2C2(C)CCCC3=Cc4cccc([N+](=O)[O-])c4OC312 (stereo not given)	-4	-6	0	10	-1	0.5	2	9	3
6	CCOC(=O)C(NS(=O)(=O)c1ccc(Br)cc1)C(C)C (stereo not given)	2	-9	/	-17	23	0.7	-4	/	-19
7	CCOC(=O)C1=C(CC)OC(N)=C(C#N)C1c1ccc(OC)c(OC)c1OC (stereo not given)	-3	0	2	-12	6	0.5	6	16	9
8	COc1ccc2ccc(O)c(CN3CCN(S(=O)(=O)c4cccc(C(F)(F)F)c4)CC3)c2c1	-6	-1	1	-10	-8	-0.8	-5	-23	-16
9	O=C(OCc1ccc(F)cc1)c1cc2ccccc2cc1O	-2	-4	6	2	-15	-0.4	3	-18	-17
10	O=C(Nc1ccccc1F)Nc1ccccc1OC(F)F	-14	-6	3	2	4	-0.1	-3	8	-14
11	O=C(NNC(=O)c1ccccc1O)c1ccc(Br)cc1	-12	-2	9	-1	-4	0.0	-9	-6	-5
12	C=CCn1c(-c2ccc(OC)c(OC)c2)n[nH]c1=S	-8	-2	8	-7	11	0.2	-4	-7	-2
13	CC(=O)Nc1cccc(NC(=O)c2c(-c3c(Cl)cccc3Cl)noc2C)c1	-10	0	5	-19	18	5.8	-26	4	-8
14	CC1=C(C(=O)Nc2ccccc2C(F)(F)F)C(c2sccc2C)NC(=S)N1 (stereo not given)	-9	0	1	-15	8	2.1	2	9	-1
15	COc1ccc(SCC(=O)Nc2ccc(N3CCN(C)CC3)c(F)c2)cc1	-11	-5	25	-13	19	0.8	-1	2	6
16	CC(=O)c1ccc(S(=O)(=O)N2CCC3(CC2)CC(=O)c2ccccc2O3)cc1	-10	-4	3	3	-1	0.6	8	15	-8
17	C/C(Cl)=C\C[N+](C)(C)CC(=O)OCCc1ccccc1	-2	-9	2	0	3	0.4	12	-32	-15
18	O=c1oc(-c2ccco2)nc2ccccc12	-7	-1	2	-7	20	0.2	-13	5	0
19	O=C(C1CCCN(S(=O)(=O)c2cccc3cccnc23)C1)N1CCc2ccccc21 (stereo not given)	-5	-4	6	7	-10	1.6	-1	44	2
20	C=C(C)CN(CC)C(=O)CCc1nnc(CCc2c[nH]c3ccccc23)o1	-3	-4	5	6	-6	-0.1	3	7	-13
21	CCCCNC(=O)C[C@@H]1C[C@@]2(C(=O)OC)CCCCC=C2N(CCC2=CCCCC2)C1=O	/	/	6	-6	12	5.0	/	28	/
22	Cc1cc(C(=O)NC2CCCc3c2cnn3-c2cccc(C)c2C)no1 (stereo not given)	-14	1	1	3	-8	9.3	16	14	7
23	COc1ccc(CCC(=O)Nc2cc(Cl)ccc2N2CCN(C)CC2)cc1	-13	/	9	/	/	/	/	6	-21
24	Cc1cc(Cl)c(OCCCNCc2ccccc2)c(Br)c1	-7	-3	44*	8	8	6.2	21	0	7
25	CS/C(=N\S(=O)(=O)c1cccs1)Nc1ccc(F)cc1	-2	-1	-1	9	-8	0.4	-3	-13	8
26	COc1ccccc1CNC(=S)Nc1ccc2nc(N3CCN(C)CC3)cc(C)c2c1	-7	-4	3	-3	-1	0.5	1	16	-17
27	CCc1ccc(O)c(N=Cc2ccccc2O)c1	5	-3	1	7	-2	2.8	-7	9	-11
28	O=C(CSCc1ccc(F)cc1)N1CCN(c2ccc(F)cc2)CC1	-10	-3	13	-5	15	5.7	0	-1	-18
29	COc1cccc(NC(=O)CN(C)C(=O)c2cccnc2Nc2cccc(C(F)(F)F)c2)c1	-10	-1	/	-16	13	0.4	-9	/	-8
30	CCOC(=O)Nc1nc(-c2ccc(Cl)cc2Cl)cs1	-5	-7	-1	-5	18	0.1	5	-12	-23
31	CC1CCCN(CCC(=O)Nc2ccc(Br)cc2)C1 (stereo not given)	-12	-8	2	-2	14	0.7	1	12	-18
32	CN1CCN(NS(=O)(=O)c2ccc(Cl)cc2)CC1	-8	-13	-1	-13	-16	0.5	18	-1	6
33	COc1ccc(NC(=O)CSc2ccc3nnc(-c4cccnc4)n3n2)c(OC)c1	-4	-3	2	4	-11	-0.3	-5	4	-18
34	Nc1nc(NCCOCCO)nc(NC2CCCCC2)c1[N+](=O)[O-]	-2	6	4	-5	5	2.6	4	-8	-10
35	COc1ccc(C(=O)OCC(=O)NC(=O)NC2CCCC2)c(O)c1	-2	-6	5	-21	29	1.1	-6	-18	5
36	O=C(CSc1ccccc1)Nc1ccc(C(=O)Nc2ccc(O)cc2)cc1	/	-4	75*	-10	24	0.9	-4	27	/
37	C=C1CC[C@@H]2[C@](C)(CO)[C@H](O)CC[C@@]2(C)[C@@H]1C/C=C1/C(=O)OCC1O (stereo not given in full)	/	-4	3	15	5	-0.3	-21	-10	/
38	CCOC(=O)c1c(C)[nH]c(C)c1S(=O)(=O)N(C)CC(=O)Nc1cccc(C)c1	-6	1	5	-7	-2	1.6	-17	-25	-6
39	O=C(CSc1nnc2n1CCCCC2)NCc1ccccc1	/	-3	1	-13	15	0.4	-15	-4	/
40	CCOC(=O)C1(C)CCN1C(=O)CSc1ccccc1 (stereo not given)	/	-3	1	4	-9	-0.4	-11	-13	/
41	CCOC(=O)Cn1c(=O)c(-c2cc(Br)ccc2N)nc2ccccc21	-3	3	0	-15	8	0.3	-8	-14	-6
42	O=C(Nc1ccc(S(=O)(=O)N2CCCC2)cc1)C1CCCCC1	-4	-8	7	-9	-13	1.0	1	-8	-7
43	O=C(NCc1ccc2c(c1)OCO2)c1c(-c2ccsc2)sc2ccccc12	-6	-3	3	-3	10	0.9	10	77*	-12
44	O=C(COC(=O)c1ccc(F)cc1)NCC1COc2ccccc2O1 (stereo not given)	-3	-1	0	-6	6	1.5	-10	0	-12
45	CCCCNC(=O)CSc1nc(O)c(Cc2ccc(OC)cc2)c(=O)[nH]1	-1	1	2	-17	22	4.2	5	2	-2
46	CCOc1ccc(NC(=O)c2cccc3ccccc23)cc1	-10	-3	7	3	-10	0.1	13	10	-7
47	CC1(C)c2[nH]c3ccccc3c2C[C@@H]2C(=O)N(c3ccc(F)cc3F)C(=O)N21	-11	-2	30	-7	8	11	15	61*	-9
48	CCOc1[nH]n(-c2ccc(Cl)cc2)c(=O)c1C=Nc1ccc(Cl)cc1	-13	-3	1	9	-3	-0.2	4	6	38*
49	Cc1ccc(C)c(-n2nnnc2SCC(=O)NNC(=O)c2ccco2)c1	-10	-1	6	-11	13	0.2	-14	9	-13
50	COc1ccccc1OC(=O)CCN1c2ccccc2Sc2ccccc21	-4	-8	-2	-8	11	0.6	-4	-10	-31
51	CC1Cc2ccccc2N1C(=O)CSc1nnc(-c2ccc(S(=O)(=O)N3CCOCC3)cc2)n1C (stereo not given)	-1	-4	8	-11	7	4.8	-2	34	-21
52	COc1ccc(OC)c(C(=O)CSc2nc3ncccc3[nH]2)c1	-5	-2	3	-2	18	1.7	-3	-8	-12
53	O=C(NC(=S)Nc1ccc2c(c1)OCCO2)c1ccccc1F	-5	0	6	-8	-1	-0.5	16	-28	-9
54	Cc1ccc(OCC(=O)Nc2ccc3c(c2)C(=O)NC3=O)cc1	-10	4	3	4	3	4.2	-13	12	8
55	Cc1cc2cc3c(cc2nc1SCC(=O)OC(C)C)OCO3	/	-2	4	0	13	0.2	-27	4	/
56	COc1ccccc1C(=O)NC(=O)COC(=O)c1cnc(C)cn1	-10	3	4	-8	-20	0.4	4	-19	0
57	CNC(=O)c1cc(C(=O)c2ccc(Cl)cc2)c(Br)[nH]1	-7	0	0	-11	9	3.4	-8	3	1
